Menin MLL FP TR – inhibitors of human menin-MLL interaction, mutant MLL peptide; O00255; Menin + Texas Red MLL mutant peptide, fluorescence polarization; Potency, µM (highest dose often 61.6 µM), without a hit: at the top dose FP activity change, negative = inhibition, usual class: inhibitors; hit rate 0.23% among 270,000; AID 1768; active = well fitted inhibition curve with a large enough effect in the polarisation, with a control signal flat, not every such curve was filed as active; inconclusive = small, poorly fitted or top-dose-only effect, or effect the other way, or a change in a side signal; inactive = no such curve, though single readings can be large or run the other way; the % refers to the polarisation; also: % of control where 0% means no effect; many of its hits are not listed in these tables
Target sequence (O00255 whole entry, looked up): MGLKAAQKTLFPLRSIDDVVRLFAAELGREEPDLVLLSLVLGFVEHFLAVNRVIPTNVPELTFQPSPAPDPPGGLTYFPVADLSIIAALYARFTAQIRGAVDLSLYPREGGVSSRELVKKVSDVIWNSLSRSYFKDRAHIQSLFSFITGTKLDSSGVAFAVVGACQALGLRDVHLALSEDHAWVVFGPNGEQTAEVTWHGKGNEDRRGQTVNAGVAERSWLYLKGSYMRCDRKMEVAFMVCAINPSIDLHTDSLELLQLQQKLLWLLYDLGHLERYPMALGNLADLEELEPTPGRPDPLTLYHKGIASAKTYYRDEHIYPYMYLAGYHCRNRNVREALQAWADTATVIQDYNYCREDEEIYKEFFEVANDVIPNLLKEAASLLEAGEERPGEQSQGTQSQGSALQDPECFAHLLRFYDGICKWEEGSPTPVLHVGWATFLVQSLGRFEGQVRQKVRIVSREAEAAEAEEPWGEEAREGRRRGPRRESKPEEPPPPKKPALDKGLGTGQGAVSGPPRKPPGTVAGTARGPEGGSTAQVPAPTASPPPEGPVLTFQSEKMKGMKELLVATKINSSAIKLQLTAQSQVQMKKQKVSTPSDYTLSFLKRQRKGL
Numbers without * were called inactive; ? = inconclusive; & = joins results of further samples; [ ] = another dose, or the depositor's remark. Potency is read from the fitted curve at half-maximal effect. An excerpt; the hit share may differ from the screen's.

| Structure | Menin MLL FP TR |
| --- | --- |
| c1ccc([C@@H]2CN3CCSC3=N2)cc1 | -3%[24.8 µM] |
| COc1ccc(-c2nc3cnc(N4CCOCC4)nc3n(Cc3cccs3)c2=O)cc1 | 7% |
| COc1ccc(-c2nc3cnc(Oc4ccccc4)nc3n(C3CC3)c2=O)cc1 | -6% |
| C/C=C/c1ccc(OC)cc1 | 2% |
| C=CCOC(=O)NC(c1ccc(F)c(F)c1)C(C(=O)CCl)C(=O)OC (stereo not given) | 8% |
| CS(=O)(=O)Nc1cccc(-c2nc(Nc3ccncc3)c3ccccc3n2)c1 | 8% |
| C=C1CC[C@H](O)C/C1=C/C=C1\CCC[C@]2(C)[C@@H]([C@H](C)CC[C@@H](O)C(C)(C)O)CC[C@@H]12 | 2%&-16% |
| Cc1cccc(C2=N[C@@H](CC(C)C)CO2)c1 | -1%[138 µM] |

2 records drawn at random from those above, as already listed:
| Structure | Menin MLL FP TR |
| --- | --- |
| CS(=O)(=O)Nc1cccc(-c2nc(Nc3ccncc3)c3ccccc3n2)c1 | 8% |
| COc1ccc(-c2nc3cnc(Oc4ccccc4)nc3n(C3CC3)c2=O)cc1 | -6% |

Additional records follow:
| Structure | Menin MLL FP TR |
| --- | --- |
| C[C@@H]1C(=O)O[C@H]2[C@@H](O)[C@@]34[C@H]5CC(C(C)(C)C)[C@]36[C@@H](OC(=O)[C@@H]6O)O[C@@]4(C(=O)O5)[C@@]12O (stereo not given in full) | -4%[24.8 µM] |
| O=C1NC(=O)C(Cc2ccc(OCCN3COc4ccccc4C3=O)cc2)S1 (stereo not given) | 20% |
| COCC1=C2c3ccccc3[C@H](C[N+](=O)[O-])C(C(=O)OC)(C(=O)OC)CC2C2C(=O)N(c3ccccc3)C(=O)C2C1 (stereo not given in full) | 2%&0% |
| CCCCC1=CC2=C(c3ccco3)C(=O)C(C)(OC(=O)c3ccc(OC)cc3)C(=O)C2=CO1 (stereo not given) | 19% |
| C=C/C(C)=C/[C@@]1(C)SC(=O)C(C)=C1O | 9% |
| N#Cc1cccc(CS(=O)(=O)c2nc3ccccc3s2)c1 | 9% |
| Cc1cccc(-c2cccc(-c3cc(=O)oc4cc5c(cc34)OCO5)c2)c1 | 2%[94.6 µM] |
| CC(C)(Oc1ccc(C2CCCc3ccccc32)cc1)C(=O)O (stereo not given) | -8% |

Other compounds
| Structure | Menin MLL FP TR |
| --- | --- |
| C[C@@H]1O[C@H]2C3=C(C(=O)[C@H]4O[C@@H]4[C@H]3O)[C@@H]1[C@@H]1[C@@H](C)OC=C3[C@H](O)[C@H]4O[C@@H]4/C(=N\OCc4ccccc4)[C@]312 | -18%[11.7 µM] |
| O=C(O)c1cc(N(Cc2ccccc2O)Cc2ccccc2O)ccc1O | ? |
| COc1cc(NC(=O)O[C@@H]2C(=O)c3cc(Br)ccc3O[C@H]2c2ccc3c(c2)OCO3)cc(OC)c1OC | -1% |
| O=c1c(CCc2ccccc2)nc2cnc(N3CCNCC3)nc2n1C1CC1 | ? |
| COc1ccc2[nH]cc(CCNc3ccnc(-c4ccccc4Cl)n3)c2c1 | ? |
| O=C(c1ccncc1)N1CCC[C@@]2(CCN(c3cccc(-c4ccccc4)c3)C2)C1 | -2% |
| COc1cccc(Cn2c(=O)c(-c3cccs3)nc3cnc(N4CCOCC4)nc32)c1 | -3% |
| O=C(NCCCCN1CCN(c2cccc(Cl)c2Cl)CC1)c1ccc2c(c1)Cc1ccccc1-2 | ? |

(next part)
| Structure | Menin MLL FP TR |
| --- | --- |
| COc1ccc(OCC2Cc3c(-c4ccccc4)nc4c(c3CO2)CN(CCOc2ccccc2)CC4)cc1 (stereo not given) | 2%[11.7 µM] |
| COc1ccc(C2/C=C\CN(CC(C)C)C(C)C(=O)N2Cc2ccc(F)cc2)cc1 (stereo not given) | ? |
| C[C@@H](CO)[C@H](/C=C/c1ccccc1)CCO[Si](c1ccccc1)(c1ccccc1)C(C)(C)C | -9% |
| COc1cccc(Nc2ncc3nc(-c4ccc(Cl)cc4)c(=O)n(C4CC4)c3n2)c1 | 24% |
| C=CCC(C)(O)c1cccs1 (stereo not given) | -10% |
| COc1ccc(-c2ccoc2)cc1C1C2C=CCC(C)C2C(=O)N1Cc1ccccc1 (stereo not given) | 5% |
| COC(=O)C1=C(C)N(Cc2ccccc2)[C@]23O[C@](C(=O)OC)(C(=O)N2C1c1ccccc1)C1CCCC(=O)C13 (stereo not given in full) | 5%&5%[11.7 µM] |
| N[C@H](C(=O)O)c1nn[nH]n1 | -2%[24.8 µM] |

Next part; the last six above are carried over.
| Structure | Menin MLL FP TR |
| --- | --- |
| C[C@@H](CO)[C@H](/C=C/c1ccccc1)CCO[Si](c1ccccc1)(c1ccccc1)C(C)(C)C | -9% |
| COc1cccc(Nc2ncc3nc(-c4ccc(Cl)cc4)c(=O)n(C4CC4)c3n2)c1 | 24% |
| C=CCC(C)(O)c1cccs1 (stereo not given) | -10% |
| COc1ccc(-c2ccoc2)cc1C1C2C=CCC(C)C2C(=O)N1Cc1ccccc1 (stereo not given) | 5% |
| COC(=O)C1=C(C)N(Cc2ccccc2)[C@]23O[C@](C(=O)OC)(C(=O)N2C1c1ccccc1)C1CCCC(=O)C13 (stereo not given in full) | 5%&5%[11.7 µM] |
| N[C@H](C(=O)O)c1nn[nH]n1 | -2%[24.8 µM] |
| COc1ccc(C2/C=C\CN(C(=O)C3CCCCC3)C(Cc3ccccc3)C(=O)N2Cc2ccc(F)cc2)cc1 (stereo not given) | 0% |
| COc1cccc(CS(=O)(=O)c2nnnn2-c2ccccc2)c1 | 14% |
| C/C(CCC(=O)OC[C@@H]1O[C@H](C#Cc2ccccc2)C=C[C@@H]1Oc1ccc(C)cc1)=N/O[C@@H](C)c1cn([C@H]2COC[C@H]2O)nn1 | -23%[11.7 µM] |
| CN(C)C(=O)c1ccc(-c2nc(-n3ccnc3)c3ccccc3n2)cc1 | -1% |
| c1ccc2c(c1)SCc1c-2[nH]c2ccccc12 | ? |
| Cn1cc(-c2nc3cnc(OCc4ccccc4)nc3n(CCC#N)c2=O)c2ccccc21 | -12% |
| COc1ccc(-c2cc(=O)c3c(O)c(OC)c(O[C@@H]4OC(COC5OC(C)C(O)C(O)[C@@H]5O)C(O)C(O)C4O)cc3o2)cc1 (stereo not given in full) | -18% |
| CCN1C(=O)[C@H]2[C@H]3[C@H](O)[C@H](O)C/C(=N/O[C@@H]4O[C@@H](COC(C)=O)[C@@H](OC(C)=O)[C@@H](OC(C)=O)[C@H]4OC(C)=O)[C@@H]3CC[C@@H]2C1=O | 13%[11.7 µM] |

Some values from the entries so far:
Entry for C=CCC(C)(O)c1cccs1 (stereo not given) in Menin MLL FP TR: -10%
Entry for CC(C)(Oc1ccc(C2CCCc3ccccc32)cc1)C(=O)O (stereo not given) in Menin MLL FP TR: -8%

New compounds follow
| Structure | Menin MLL FP TR |
| --- | --- |
| O=C(CC1NCCC[C@H]1O)Cn1cnc2cc(Br)c(Cl)cc2c1=O (stereo not given in full) | -21% |
| C=CC[C@@H]1C=C[C@H](O/N=C(\C)CCN2CCc3nc(-c4ccccc4)c(-c4ccccc4)cc3C2)[C@H](CO)O1 | -3%[11.7 µM] |
| CC/C(=C(/CC)c1ccc(OP(=O)(O)O)cc1)c1ccc(OP(=O)(O)O)cc1 | -2% |
| NC(CSSCC(N)C(=O)O)C(=O)O (stereo not given) | -12%&1% |
| c1ccc2c(-n3ccnc3)nc(-c3ccoc3)nc2c1 | 18% |
| COc1cc(C(CCN2CCCCC2)c2c(OC)cc(OC)c3c2OC(=O)CC3c2ccc(N(C)C)cc2)cc(OC)c1OC (stereo not given) | -5% |
| CCCCCCCCCCCCCCCC(=O)OCC(COC(=O)CCCCCCCCCCCCCCC)OC(=O)CCCCCCCCCCCCCCC | 2% |
| CN(C)C1CCN(CCCOc2ccc(-c3ccc(C#N)cc3)cc2)C1 (stereo not given) | 3%&-25% |

An excerpt of these results, with values ahead of the structure:
| Menin MLL FP TR | SMILES |
| --- | --- |
| -2% | CC/C(=C(/CC)c1ccc(OP(=O)(O)O)cc1)c1ccc(OP(=O)(O)O)cc1 |
| -12%&1% | NC(CSSCC(N)C(=O)O)C(=O)O (stereo not given) |
| 18% | c1ccc2c(-n3ccnc3)nc(-c3ccoc3)nc2c1 |
| -5% | COc1cc(C(CCN2CCCCC2)c2c(OC)cc(OC)c3c2OC(=O)CC3c2ccc(N(C)C)cc2)cc(OC)c1OC (stereo not given) |

Next structures:
| Structure | Menin MLL FP TR |
| --- | --- |
| Cc1ccccc1-c1cncnc1NCc1cccs1 | -4% |
| c1ccc(CNc2ncncc2-c2ccoc2)cc1 | -14% |
| CN1CCCN([C@@H](c2ccccc2)c2ccc(Cl)cc2)CC1 | -6%[24.8 µM] |
| CC(=O)OCC1OC(n2cnc3c(=O)[nH]cnc32)C(OC(C)=O)C1OC(C)=O (stereo not given) | 1% |
| O=C(c1ccco1)N1CCC2(CC1)CN(c1ccccc1)C2 | -5% |
| CCOC(=O)CCN1C(=O)[C@H]2[C@H]3[C@H](O)[C@H](O)C/C(=N/O[C@@H]4O[C@@H](COC(C)=O)[C@@H](OC(C)=O)[C@@H](OC(C)=O)[C@H]4OC(C)=O)[C@@H]3CC[C@@H]2C1=O | 15%[11.7 µM] |
| C=CC[C@@H]1C=C[C@@H](O/N=C\[C@@H](OC)[C@H](C)/C=C\CC(=O)OC)[C@@H](CO)O1 | -2%[11.7 µM] |
| COc1ccc(-c2coc3ccc(OC4OC(COC(C)=O)C(OC(C)=O)C(OC(C)=O)C4OC(C)=O)cc3c2=O)cc1 (stereo not given) | -9%[24.8 µM] |

The list goes on.
| Structure | Menin MLL FP TR |
| --- | --- |
| COc1ccc(NC(=O)N2CCC3(CC2)CCN(C(=O)c2ccncc2)CC3)cc1 | 3% |
| c1cncc(-c2cncnc2NC2CCNCC2)c1 | -20% |
| CCCc1cc2c(c(=O)o1)C(O)C1OC1C2=O (stereo not given) | 13%[11.7 µM] |
| CC(C)CCOC(=O)c1ccc(N(C)C)cc1 | -12% |
| COc1ccc(-n2c(=O)c(-c3cn(C)c4ccccc34)nc3cnc(N4CCNCC4)nc32)cc1 | 12% |
| Nc1ncnc2nc(Cl)[nH]c12 | 4% |
| O=C(c1csnn1)N1CCC2(CC1)CN(c1ccccc1)C2 | -1% |
| COc1ccc(-c2cc(=O)c3c(O)cc(O)cc3o2)cc1O | 23% |

Going on with the list:
| Structure | Menin MLL FP TR |
| --- | --- |
| CCC(=O)NCCC1CCc2ccc3c(c21)CCO3 (stereo not given) | 5% |
| CCCCCCCC#Cc1ccccc1/C=N/S(=O)C(C)(C)C (stereo not given) | -2%[11.7 µM] |
| CC12C=CC(=O)C=C1[C@@H](F)CC1C2C(O)CC2(C)C1CC[C@]2(O)C(=O)CO (stereo not given in full) | 1% |
| O=C(c1cnccn1)N1CCC2(CCN(Cc3nccs3)CC2)CC1 | 3% |
| O=P(O)(O)C(O)(Cn1ccnc1)P(=O)(O)O | 0% |
| S=c1ccss1 | 10% |
| COc1ccc(C2=N[C@@H](C(C)C)CO2)cc1 | -1%[138 µM] |
| N#Cc1ccc(CN2CCCC3(CCN(C(=O)c4ccncc4)CC3)C2)cc1 | -1% |

The results go on.
| Structure | Menin MLL FP TR |
| --- | --- |
| COC1[C@@H](OC)C[C@H](C)[C@@H](OC)C2=CC(=O)C=C(NC(=O)/C(C)=C/C=C\[C@H](OC)[C@@H](OC(N)=O)/C(C)=C/[C@@H]1C)C2=O (stereo not given in full) | -11% |
| CO/N=C(\C)CCN1CCCCc2nc(C)c(C)cc21 | -6%[11.7 µM] |
| Cc1ccc(C(=O)OC[C@H]2O[C@H](Cl)C[C@@H]2OC(=O)c2ccc(C)cc2)cc1 | 1% |
| COC(=O)C(/C=C/C(C)Cc1cc(Br)cc(OCc2ccccc2)c1OC)OCc1ccccc1 (stereo not given) | -19%[11.7 µM] |
| C[C@@H](c1ccccc1)N1C(=O)[C@H]2[C@H]3[C@H](O)[C@H](O)C/C(=N/NC(=O)OCc4ccccc4)[C@@H]3CC[C@@H]2C1=O | -8%[11.7 µM] |
| C[C@@H]1C=CCC(=O)OC[C@H](C)C(=O)OC[C@H]2O[C@H]1C=C[C@H]2O | -11%[11.7 µM] |
| CS(=O)(=O)N1CCC2(CC1)CN(C(c1ccccc1)c1ccccc1)C2 | 17% |
| CCOC(=O)CCN1C(=O)[C@H]2[C@@H]3[C@H](O)C=CC(=O)[C@H]3CC[C@H]2C1=O | 6%[11.7 µM] |

Continued.
| Structure | Menin MLL FP TR |
| --- | --- |
| CCOC(=O)OCC1OC(c2ccccc2)C=CC1Oc1ccc2oc(=O)cc(C)c2c1 (stereo not given) | 0%[11.7 µM] |
| COc1ccc(/C=C/N(CCc2ccc(OC)c(OC)c2)C(=O)c2ccccn2)cc1 | ? |
| C=CC[C@@H]1C=C[C@@H](O/N=C\[C@@H](NS(=O)(=O)c2ccc(C)cc2)[C@H](C)/C=C\CC(=O)OC)[C@@H](CO)O1 | 4%[11.7 µM] |
| CC(C)CO/N=C1/C[C@@H](O)[C@@H](O)[C@@H]2[C@@H]3C(=O)N(Cc4ccc5c(c4)OCO5)C(=O)[C@H]3CC[C@@H]12 | 3%[11.7 µM] |

Assay outcomes: PubChem, National Center for Advancing Translational Sciences (NCATS)
